TrxR1 substrate – is turned over as a substrate by rat TrxR1 | AID 588456 | O89049 | purified TrxR1 substrate turnover, NADPH consumption readout | Potency, µM (doses to about 114 µM), for inactives: at the highest dose activity change, negative = substrate turnover | 390,000 compounds, 0.01% hits; also: potency is read from the fitted curve at half-maximal effect; % is scaled to controls: 0 for no effect and ±100 for the full control effect; nearly all actives have a fitted effect of over 50% in size
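Rat TrxR1, dispensed at 90 nM, was prereduced with 400 uM NADPH (final) for 5 min at ~22 deg C, then incubated with compound 15 min before 400 uM selenite. A first-read NADPH fluorescence drop versus no-compound background flagged substrates.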
Glioma ERSR ind – ER stress response induction in glioma | AID 602332 | U87-MG GRP78 promoter luciferase reporter, 16 h | Potency, µM, for inactives: at the top dose activation, hits mostly activators | 420,000 compounds, 0.02% hits; also: potency is read from the fitted curve at half-maximal effect; series mostly up to about 76 µM; % of control where 0% means no effect; nearly all actives have a fitted effect of over 35% in size
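Stably transfected U87-MG human glioma cells carrying a GRP78-based luminescent sensor were seeded at 1000 cells/well, pin-dosed with compounds and incubated 16 h. Luciferase reagent was then added, and end-point luminescence was read after 10 min at room temperature.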
LDHA inh – LDHA (human) enzyme inhibition; activity change, % (values are at about 110 or 230 µM); AID 1347041; purified LDHA, NADH/diaphorase-resazurin fluorescence; hits give low values; 480,000 compounds, 0.15% hits; in the data active = activity change below about -30%; inconclusive = mostly about -25% to -30%;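 also: plate controls were DMSO wells for no effect and wells without enzyme for full effect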
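Resorufin fluorescence (ex540/em590), read at 0 and 20 min after diaphorase/resazurin addition, reports the NADH left after a 5 min room-temperature reaction of 2 nM human LDH5 with 0.06 mM NADH and 0.2 mM pyruvate.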
Vif-A3G inh – blocks the Vif interaction with human APOBEC3G | HeLa A3G-eYFP + Vif (tagged APOBEC3G with the HIV-1 protein that degrades it), YFP fluorescence, overnight | Potency, µM (titrated, usually from 46.1 µM), inactives show at the top dose activity, negative = active, actives largely listed as inhibitors | 410,000 compounds, 0.076% hits | AID 602310;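 also: potency is read from the fitted curve at half-maximal effect; % is scaled to controls: 0 for no effect and ±100 for the full control effect; nearly all actives have a fitted effect of over 60% in size; hits raise eYFP signal because A3G escapes Vif-driven loss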
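Read-out is eYFP fluorescence (Ex 488/Em 500-530) from Vif-expressing HeLa A3G-eYFP cells; more signal means A3G escaped Vif-mediated degradation. Cells plated overnight, compound pinned in, incubated overnight at 37 deg C.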
PI4K2A inh – blocks human PI4K2A kinase activity | activity change, negative = inhibition, % at 76.9 µM | purified PI4K2A, ADP-Glo luminescence, 1 h; hits give low values | AID 1346378 | 420,000 compounds, 0.13% hits; in the data active = activity change below about -50%; inconclusive = mostly about -30% to -49%;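 also: -100% = wells without enzyme as full effect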
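Compounds are screened against recombinant PI4K2A using PI as substrate and ATP, the latter dispensed at 300 microM. Reactions run one hour at ambient temperature before ADP-Glo detection; full inhibition defined by wells lacking enzyme.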
USP1-UAF1 inh – USP1/UAF1 (human) deubiquitinase inhibition; O94782; recombinant USP1/UAF1, Ub-Rhodamine cleavage fluorescence; Potency, µM (series often up to 57.1 µM), for inactives: at the highest dose activity change, negative = inhibition, usual class: inhibitors; 390,000 compounds, 0.23% hits; AID 743255; also: potency is read from the fitted curve at half-maximal effect; % is scaled to controls: 0 for no effect and ±100 for the full control effect; nearly all actives have a fitted effect of over 60% in size; inactives centre near -12
Target sequence (O94782 whole entry, looked up): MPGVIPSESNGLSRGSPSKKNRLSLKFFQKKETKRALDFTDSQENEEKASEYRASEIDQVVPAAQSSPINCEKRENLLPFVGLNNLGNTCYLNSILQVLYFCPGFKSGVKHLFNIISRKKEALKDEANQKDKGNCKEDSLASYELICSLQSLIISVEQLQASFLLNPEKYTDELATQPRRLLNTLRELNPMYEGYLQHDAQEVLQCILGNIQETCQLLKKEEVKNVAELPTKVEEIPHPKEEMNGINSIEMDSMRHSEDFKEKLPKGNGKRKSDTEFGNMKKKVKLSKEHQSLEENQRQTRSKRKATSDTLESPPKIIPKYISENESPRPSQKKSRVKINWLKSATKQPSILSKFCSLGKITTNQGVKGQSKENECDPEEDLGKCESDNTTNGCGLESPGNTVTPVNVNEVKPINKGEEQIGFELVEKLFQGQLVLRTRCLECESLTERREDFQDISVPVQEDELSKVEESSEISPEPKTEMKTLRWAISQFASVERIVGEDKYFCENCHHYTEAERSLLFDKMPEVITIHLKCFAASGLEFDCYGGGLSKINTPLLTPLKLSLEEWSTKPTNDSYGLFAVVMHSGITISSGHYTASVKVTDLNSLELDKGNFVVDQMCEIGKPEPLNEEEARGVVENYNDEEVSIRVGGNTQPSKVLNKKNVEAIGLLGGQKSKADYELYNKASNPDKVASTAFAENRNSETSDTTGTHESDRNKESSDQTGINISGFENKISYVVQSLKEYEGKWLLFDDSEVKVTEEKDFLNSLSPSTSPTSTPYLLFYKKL
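High-throughput fluorogenic screen: 1nM USP1/UAF1 complex, Ub-Rho substrate 150nM final, 50mM HEPES pH 7.8 with 0.5mM EDTA, 0.1 mg/ml BSA, 1mM TCEP and 0.01% Tween-20.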
mIDH1 inhibitor – human IDH1 R132H inhibition | AID 602179 | O75874 | IDH1-R132H enzyme, NADPH consumption, diaphorase/resazurin fluorescence | Potency, µM (highest dose often 76.6 µM), without a hit: top-dose activity change, negative = inhibition, hits mostly inhibitors | 390,000 compounds, 0.093% hits; also: potency is read from the fitted curve at half-maximal effect; % is scaled to controls: 0 for no effect and ±100 for the full control effect; nearly all actives have a fitted effect of over 65% in size
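IDH1-R132H (0.5 ug/mL) preincubated 30 min with compound, then NADPH (0.016 mM) and alpha-KG (2 mM) added; 80 min at RT, pH 7.5. Remaining NADPH coupled via diaphorase/resazurin to fluorescence (540/590 nm); concentration-response curves normalized to no-enzyme control.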
RXFP1 agonist – agonists of human relaxin receptor RXFP1 | HEK293T-RXFP1 cAMP TR-FRET, 30 min; response scale: percent of porcine relaxin response, buffer zero | Potency, µM (top dose mostly 57.5 µM), for the others: at the highest dose activation, hits mostly activators | 370,000 compounds, 0.3% hits; also: potency is read from the fitted curve at half-maximal effect; % is scaled to controls: 0 for no effect and ±100 for the full control effect; nearly all actives have a fitted effect of over 60% in size; many of its hits are not listed in these tables
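cAMP rise read by TR-FRET after 30 min, 37C compound exposure (up to 58 uM) in RXFP1-transfected HEK293 cells with Ro 20174 present. EC50 from Hill-equation fits, with 29 nM porcine relaxin as 100% and buffer as basal.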
Vif-A3F inh – blocks the Vif interaction with APOBEC3F; HeLa A3F-eYFP + Vif (tagged APOBEC3F with the HIV-1 protein that degrades it), YFP fluorescence increase; Potency, µM (titrated, usually from 46.1 µM), without a hit: at the highest dose activity, negative = active; 390,000 compounds, 0.2% hits; AID 602313; also: potency is read from the fitted curve at half-maximal effect; % of control where 0% means no effect; nearly all actives have a fitted effect of over 65% in size
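Fluorescence increase (Ex 488/Em 500-530) after overnight compound treatment at 37 deg C flags inhibition of Vif-driven A3F-eYFP loss in stable HeLa A3F-eYFP/Vif cells seeded overnight beforehand.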
Numbers without * were called inactive; & = joins results of further samples; [ ] = dose if it differs, or a comment. Unless noted, calls follow the shape of the dose curve; as a rule, active = well fitted curve in the direction sought with a large enough effect; inconclusive = small, poorly fitted or top-dose-only effect, or another doubt; inactive = no such curve, though single readings can be large; an effect the other way counts as inactive or inconclusive. These rows are one share of the data; count on the stated rates, not on these rows.

For Cc1cc(C)c2c(c1)NC(=O)C2(O)c1c[nH]c2ccccc12 (configuration not stated) the results were TrxR1 substrate -6.6%[11.4 µM], Glioma ERSR ind -0.6%, LDHA inh -0.4, Vif-A3G inh -0.4%, PI4K2A inh 2.3, USP1-UAF1 inh -28.7%, mIDH1 inhibitor 13.6%, RXFP1 agonist 2.3% and Vif-A3F inh -0.3%.
N#C/C(=C\c1ccc(OCCN2CCOCC2)cc1)C(=O)Nc1ccccc1F was read as TrxR1 substrate -16.7%, Glioma ERSR ind -4.1%, LDHA inh 2.3, Vif-A3G inh -0.3%, PI4K2A inh -1.6, USP1-UAF1 inh -3.1%, mIDH1 inhibitor 5.7%, RXFP1 agonist -4.3% and Vif-A3F inh 2.9%.
`Cc1cc(C)n(C(=O)Cc2cn3ccsc3n2)n1` gave TrxR1 substrate -4.0%, Glioma ERSR ind -3.8%, LDHA inh -0.9, Vif-A3G inh 2.2%, PI4K2A inh -1.8, USP1-UAF1 inh -19.4%, mIDH1 inhibitor 7.7%, RXFP1 agonist 3.6% and Vif-A3F inh 0.5%.
For COc1cccc(CNC(=O)c2ccccc2C(=O)NC(C)(C)C(=O)NCc2cccc(OC)c2)c1 the results were TrxR1 substrate -5.7%, Glioma ERSR ind -1.0%, LDHA inh -11.1, Vif-A3G inh -0.4%, PI4K2A inh 5.5, USP1-UAF1 inh -12.8%, mIDH1 inhibitor 0.0%, RXFP1 agonist -0.2% and Vif-A3F inh -3.1%.
For COc1ccc(C(CNC(=O)c2ccc(NS(=O)(=O)c3ccc(F)c(C)c3)cc2)N(C)C)cc1 (configuration not stated) the results were TrxR1 substrate 12.3%[57.1 µM], Glioma ERSR ind 0.0%, LDHA inh -4.6, Vif-A3G inh 3.9%, PI4K2A inh -1.2, USP1-UAF1 inh -13.5%, mIDH1 inhibitor -4.0%, RXFP1 agonist -1.4% and Vif-A3F inh 5.2%.
For Cc1cc([N+](=O)[O-])nn1CCCC(=O)N1CCN(c2ccc(F)cc2)CC1 the results were TrxR1 substrate 0.4%, Glioma ERSR ind 0.3%, LDHA inh 3.0, Vif-A3G inh 0.0%, PI4K2A inh -1.1, USP1-UAF1 inh 0.6%, mIDH1 inhibitor -2.2%, RXFP1 agonist 0.5% and Vif-A3F inh -10.0%.
COc1ccc(CN2C(=O)CCC2(C)C(=O)NC2CCCC2)c(OC)c1 (configuration not stated) was read as TrxR1 substrate 0.8%, Glioma ERSR ind -2.4%, LDHA inh -3.7, Vif-A3G inh -0.9%, PI4K2A inh 4.4, USP1-UAF1 inh -3.5%, mIDH1 inhibitor 1.7%, RXFP1 agonist -0.5% and Vif-A3F inh -5.3%.
Screening O=C(c1cccc2c1-c1ccccc1/C2=N/O)N1CCCCC1 returned TrxR1 substrate -3.5%, Glioma ERSR ind -4.2%, LDHA inh 0.8, Vif-A3G inh 2.9%, PI4K2A inh -3.5, USP1-UAF1 inh -4.6%, mIDH1 inhibitor 1.1%, RXFP1 agonist -0.8% and Vif-A3F inh -0.5%.
For Cc1cc(C)n(/N=C/c2cccs2)c(=O)c1C#N the results were TrxR1 substrate -7.0%, Glioma ERSR ind -3.9%, LDHA inh -7.1, Vif-A3G inh 2.0%, PI4K2A inh 3.8, USP1-UAF1 inh -14.7%, mIDH1 inhibitor 3.6%, RXFP1 agonist 2.0% and Vif-A3F inh 0.8%.
For CC1=C(C(=O)N2CCOCC2)C(c2c(F)cccc2F)NC(=O)N1 (configuration not stated) the results were TrxR1 substrate -1.8%, Glioma ERSR ind -4.8%, LDHA inh -15.6, Vif-A3G inh -11.7%, PI4K2A inh -0.5, USP1-UAF1 inh -2.3%, mIDH1 inhibitor -2.6%, RXFP1 agonist -0.6% and Vif-A3F inh -7.1%.
COc1ccc2oc(=O)c(C(=O)N3CCc4ccccc43)cc2c1 was read as TrxR1 substrate 14.4%[57.1 µM], Glioma ERSR ind -4.3%, LDHA inh -13.1&-8.6, Vif-A3G inh 1.8%, PI4K2A inh -0.7, USP1-UAF1 inh -2.0%, mIDH1 inhibitor -6.5%, RXFP1 agonist 2.2% and Vif-A3F inh -11.8%.
Screening O=C(c1[nH]c(C(F)(F)F)nc1-c1ccccc1)N1CCN(c2ccccn2)CC1 returned Glioma ERSR ind -3.3%, LDHA inh -9.4, Vif-A3G inh inconclusive and PI4K2A inh 4.0.
`Cc1cc(C)nc(N/N=C/C2=C(O)CC(c3ccc(F)cc3)CC2=O)n1` (configuration not stated) gave TrxR1 substrate -3.4%, Glioma ERSR ind 3.8%, LDHA inh -5.3, Vif-A3G inh 0.4%, PI4K2A inh 0.8, USP1-UAF1 inh -21.9%, mIDH1 inhibitor 0.0%, RXFP1 agonist 7.6% and Vif-A3F inh -2.4%.
`COCC(C)NC(=O)c1cc2c(=O)n3cccc(C)c3nc2s1` (configuration not stated) gave TrxR1 substrate 254.6%[activator], Glioma ERSR ind -2.9%, LDHA inh 3.8, Vif-A3G inh -0.1%, PI4K2A inh 4.8, USP1-UAF1 inh -9.6%, mIDH1 inhibitor 6.2%, RXFP1 agonist 29.7% and Vif-A3F inh 0.4%.
`CC(=O)c1cccc(NC(=O)c2ccc(C)c(S(=O)(=O)N3CCOCC3)c2)c1` gave TrxR1 substrate -4.3%, Glioma ERSR ind 8.7%, LDHA inh -4.4, Vif-A3G inh -1.0%, PI4K2A inh 2.6, USP1-UAF1 inh -10.6%, mIDH1 inhibitor 3.6%, RXFP1 agonist 5.2% and Vif-A3F inh 10.1%.
`COc1ccc(N2CCN(C(=O)COC(=O)COc3cccc(C(F)(F)F)c3)CC2)cc1` gave TrxR1 substrate 5.5%, Glioma ERSR ind -5.1%, LDHA inh -1.5, Vif-A3G inh -4.0%, PI4K2A inh 2.7, USP1-UAF1 inh -21.7%, mIDH1 inhibitor -1.0%, RXFP1 agonist -0.4% and Vif-A3F inh -6.5%.
For CC(C)CC(=O)Nc1ccc2c(c1)oc1ccccc12 the results were TrxR1 substrate -9.2%, Glioma ERSR ind 3.4%, LDHA inh 0.0, Vif-A3G inh 0.9%, PI4K2A inh -12.4, USP1-UAF1 inh -7.6%, mIDH1 inhibitor -2.8%, RXFP1 agonist 0.4% and Vif-A3F inh -1.4%.
c1csc(-c2nnc(Cc3cccc4ccccc34)o2)c1 was read as TrxR1 substrate -0.3%[57.1 µM], Glioma ERSR ind 3.2%, LDHA inh -0.4, Vif-A3G inh -0.4%, PI4K2A inh 1.9, USP1-UAF1 inh -5.9%, mIDH1 inhibitor 2.1%, RXFP1 agonist 0.1% and Vif-A3F inh -2.3%.
`Cc1ccc2c(c1)N(CC(=O)N1CCCC1)C(=O)c1cccnc1O2` gave TrxR1 substrate -1.2%, Glioma ERSR ind -6.0%, LDHA inh -0.2, Vif-A3G inh -0.5%, PI4K2A inh -4.0, USP1-UAF1 inh -21.1%, mIDH1 inhibitor 9.2%, RXFP1 agonist 2.6% and Vif-A3F inh 0.9%.
Screening CN(Cc1ccccc1)C(=O)c1cn(C)c2ccc(S(=O)(=O)N3CCCCC3)cc2c1=O returned TrxR1 substrate -4.3%, Glioma ERSR ind -1.9%, LDHA inh -2.4, Vif-A3G inh -4.9%, PI4K2A inh 0.3, USP1-UAF1 inh -19.3%, mIDH1 inhibitor 9.0%, RXFP1 agonist -0.5% and Vif-A3F inh 2.0%.
Screening COc1cccc(/C=C2\C=C(c3ccc(C)cc3)OC2=O)c1OC(C)=O returned TrxR1 substrate -1.4%[57.1 µM], Glioma ERSR ind -3.8%, LDHA inh 9.7, Vif-A3G inh -2.6%, PI4K2A inh 4.7, USP1-UAF1 inh -2.9%, mIDH1 inhibitor 1.0%, RXFP1 agonist 0.6% and Vif-A3F inh inconclusive.
For O=C(Cn1cnc2ccccc2c1=O)NCCCN1CCCC1=O the results were TrxR1 substrate -1.7%, Glioma ERSR ind -4.4%, LDHA inh -6.9, Vif-A3G inh -0.2%, PI4K2A inh 5.8, USP1-UAF1 inh -12.5%, mIDH1 inhibitor -12.5%, RXFP1 agonist -1.1% and Vif-A3F inh -0.1%.
c1ccc(CCNc2cnccn2)cc1 was read as TrxR1 substrate 130.0%[activator], Glioma ERSR ind 4.7%, LDHA inh -7.0, Vif-A3G inh -8.0%, PI4K2A inh 2.9, USP1-UAF1 inh -7.2%, mIDH1 inhibitor -3.6%, RXFP1 agonist -4.1% and Vif-A3F inh 13.4%.
`COCCNC(=O)C1CC(=O)N(c2ccc(F)c(Cl)c2)C1` (configuration not stated) gave TrxR1 substrate -7.1%, Glioma ERSR ind -6.0%, LDHA inh -4.4, Vif-A3G inh 3.1%, PI4K2A inh -1.1, USP1-UAF1 inh -12.2%, mIDH1 inhibitor 9.5% and Vif-A3F inh 0.6%.
`O=C(N/N=C/c1ccccc1O)C1SCCCS1` gave TrxR1 substrate 2.2%, Glioma ERSR ind -1.0%, LDHA inh 0.7, Vif-A3G inh 1.1%, PI4K2A inh -5.1, USP1-UAF1 inh -14.2%, mIDH1 inhibitor 3.5%, RXFP1 agonist -1.1% and Vif-A3F inh 0.9%.
